TDP-43 yeast inh: TDP-43 toxicity inhibition in yeast. Potency, µM (series often up to 46.1 µM), without a hit: at the highest dose growth rescue (activation), hits mostly activators. AID 652104. 1.8% of 410,000 active. TDP-43 expressing yeast growth rescue, BacTiter-Glo, 24 h; note: potency is the fitted concentration of half-maximal effect; % of control where 0% means no effect; nearly all actives have a fitted effect of over 50% in size
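Luminescence from BacTiter-Glo reports growth of TDP-43-expressing yeast after 24 hr at 30 deg C with compound. Cells were raffinose-pregrown to mid-log, then seeded in galactose medium at OD600=0.02.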
aSyn rescue: inhibitors of alpha-synuclein toxicity in yeast; Yeast expressing alpha-synuclein, growth rescue, BacTiter-Glo, 24 h; Potency, µM (top dose mostly 46.1 µM), for the others: top-dose growth rescue (activation), usual class: activators; 0.14% of 370,000 active; AID 652106; note: potency is the fitted concentration of half-maximal effect; % of control where 0% means no effect; nearly all actives have a fitted effect of over 65% in size
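Rescue of yeast growth: cells expressing toxic alpha-synuclein, induced in galactose at OD600 0.02, incubated with compound 24 h at 30 C. ATP luminescence quantified growth; inhibitors of toxicity appear as activators.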
HEK293 tox: cytotoxicity counter-screen for GLP-1 receptor inverse agonists. HEK293 cAMP-luciferase reporter cells, luminescence, 24 h. Potency, µM (top dose mostly 38.3 µM), for inactives: top-dose activity change, negative = inhibition, most hits filed as inhibitors. 0.13% of 410,000 active. AID 624418;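 note: loss of luciferase light is scored as toxicity; potency is the fitted concentration of half-maximal effect; % is set by controls: 0 for no effect and ±100 for the full control effect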
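Cells in DMEM/10% Nu serum/1% pen-strep, 1536-well format. Pre-incubated 12 h, dosed with 23 nL compound, incubated a further 24 h. Luciferase detection, 12 min at room temp, luminescence.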
PTHR1 ag: PTHR1 (human) receptor agonism | HEK293 GP2 PTHR1 cells, GloSensor cAMP luminescence, 1 h | Q03431 | Potency, µM (highest dose often 115 µM), inactives show at the top dose activation, most hits filed as activators | 0.075% of 410,000 active | AID 743266; note: potency is the fitted concentration of half-maximal effect; nearly all actives have a fitted effect of over 55% in size; some results filed as inactive show a strong effect at the top dose; inactives centre near -15; many of its hits are not listed in these tables
Target sequence (Q03431 whole entry, looked up): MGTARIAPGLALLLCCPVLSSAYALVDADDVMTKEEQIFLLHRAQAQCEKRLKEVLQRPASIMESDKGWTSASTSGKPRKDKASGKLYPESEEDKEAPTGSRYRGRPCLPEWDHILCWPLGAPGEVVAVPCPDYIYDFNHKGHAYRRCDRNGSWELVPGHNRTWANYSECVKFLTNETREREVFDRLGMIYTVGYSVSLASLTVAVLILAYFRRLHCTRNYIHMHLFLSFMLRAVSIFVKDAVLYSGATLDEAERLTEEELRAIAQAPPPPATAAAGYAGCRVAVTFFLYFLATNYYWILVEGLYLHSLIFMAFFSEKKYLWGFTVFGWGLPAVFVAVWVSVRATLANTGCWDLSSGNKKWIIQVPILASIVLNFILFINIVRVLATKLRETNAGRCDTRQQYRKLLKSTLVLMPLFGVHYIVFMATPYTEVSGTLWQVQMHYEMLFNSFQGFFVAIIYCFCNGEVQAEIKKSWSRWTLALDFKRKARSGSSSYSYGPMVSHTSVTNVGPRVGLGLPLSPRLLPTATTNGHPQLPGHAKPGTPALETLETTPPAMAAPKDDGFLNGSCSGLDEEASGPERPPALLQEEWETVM
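HEK-293-derived GP2 cells expressing PTHR1 and a GloSensor cAMP reporter, 3,000/well, plated overnight, given luciferin plus IBMX (each 0.5 mM as added) for 1 h at 37 °C, then compound for 1 h at 37 °C. Luminescence was read after 15 min at room temperature.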
pAkt inh: inhibitors of Akt phosphorylation. Neuro2A IGF-stimulated pAkt S473 HTRF, 20 min; stronger effect = lower value. activity change, % for hits at 50 µM. AID 651550. 0.32% of 360,000 active; in the data active = activity change below about -80%; inconclusive = mostly about -51% to -80%; note: % is set by controls: 0 for no effect and ±100 for the full control effect
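Neuro2A cells (4,500/well, DMEM with 0.5% FBS) were treated with compound at a single 50 µM final concentration, stimulated with 6 nM IGF for 20 min at 37 °C, and lysed. Phospho-Akt Ser473 was read by HTRF as 665/615 ratio ×10^4.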
Mm-Cpn inhibitor: blocks the Methanococcus maripaludis chaperonin Mm-Cpn | purified Mm-Cpn ATPase, ADP Transcreener TR-FRET | Potency, µM (titrated, usually from 76.9 µM), inactives show top-dose activity, negative = inhibition, most hits filed as inhibitors | 0.031% of 330,000 active; note: potency is the fitted concentration of half-maximal effect; % is set by controls: 0 for no effect and ±100 for the full control effect; nearly all actives have a fitted effect of over 80% in size
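Measured: ADP formation by purified Mm-CPN. Conditions: 25 nM protein, 10 uM ATP, Tris pH 7.4 with Mg2+, K+ and DTT, 37°C for 30 min. Detection: Transcreener HTRF after 30 min at room temperature.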
Abeta yeast res: A-beta toxicity reversal in yeast; 0.063% of 410,000 active; yeast expressing A-beta42, growth rescue, OD600, 48 h; response scale: 0% DMSO, 100% iron-clioquinol control; Potency, µM (top dose mostly 46.1 µM), for the others: at the top dose growth rescue, hits mostly activators; note: potency is the fitted concentration of half-maximal effect; nearly all actives have a fitted effect of over 55% in size
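Yeast A-beta toxicity model in growth medium with pinned compounds, 48 h at 30 C; growth read as absorbance at 600 nm. Normalized to FeCl3/clioquinol equimolar mix (positive) and DMSO (negative).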
FUS yeast rescue: FUS proteinopathy suppression in yeast; S. cerevisiae FUS-expressing, growth rescue, OD600, 24 h; Potency, µM (series often up to 76.6 µM), inactives show at the top dose growth rescue (activation), hits mostly activators; 0.24% of 390,000 active; AID 1347120;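 note: potency is the fitted concentration of half-maximal effect; plate controls were DMSO vehicle for no effect and reference control for full effect; nearly all actives have a fitted effect of over 55% in size; some results filed as inactive show a strong effect at the top dose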
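Absorbance at 600 nm, taken 24hr after compound addition, measured rescue of FUS-yeast growth at 30C. Induction used 2% galactose with seeding at OD 0.005. Controls: CP55940 from 92uM final, DMSO only.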
GLP1R inv ag: acts as inverse agonist at human GLP-1 receptor. P43220. HEK293 GLP-1R CRE-luciferase, luminescence, 24 h; GLP-1R form is constitutively active. Potency, µM (series often up to 38.3 µM), for the others: top-dose activity change, negative = inhibition, hits mostly inhibitors. 1.6% of 410,000 active; note: potency is the fitted concentration of half-maximal effect; % is set by controls: 0 for no effect and ±100 for the full control effect; nearly all actives have a fitted effect of over 55% in size
Target sequence (P43220 whole entry, looked up): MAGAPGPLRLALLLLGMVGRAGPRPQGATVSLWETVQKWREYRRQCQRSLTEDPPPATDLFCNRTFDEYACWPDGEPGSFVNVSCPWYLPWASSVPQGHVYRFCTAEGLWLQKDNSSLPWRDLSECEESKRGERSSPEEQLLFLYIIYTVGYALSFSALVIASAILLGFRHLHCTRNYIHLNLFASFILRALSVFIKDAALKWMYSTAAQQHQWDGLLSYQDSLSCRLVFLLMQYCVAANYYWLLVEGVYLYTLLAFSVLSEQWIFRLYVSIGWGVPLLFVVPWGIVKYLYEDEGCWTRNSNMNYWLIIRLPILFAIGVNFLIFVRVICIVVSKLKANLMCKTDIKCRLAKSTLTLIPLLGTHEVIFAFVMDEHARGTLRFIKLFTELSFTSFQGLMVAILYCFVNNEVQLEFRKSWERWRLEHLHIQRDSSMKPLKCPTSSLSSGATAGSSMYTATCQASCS
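HEK293 cells stably co-expressing a cAMP-responsive luciferase reporter and constitutively active GLP-1R were seeded, incubated 12 h, then exposed to compounds for 24 h at 37 C. Luminescence was read 12 min after detection reagent; inverse agonists lower signal.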
Numbers without * were called inactive; [ ] = dose if it differs, or a comment. Unless noted, calls come from the whole dose curve; as a rule, active = well fitted curve in the direction sought with a large enough effect; inconclusive = small, poorly fitted or top-dose-only effect, or another doubt; inactive = no such curve, though single readings can be large; an effect the other way counts as inactive or inconclusive. Not all compounds are listed (hit frequency here may not be typical).

What do the screens show for `COc1ccc(N2CC(NC(=O)NC(C)(C)C)CC2=O)cc1` (stereo not given)?
TDP-43 yeast inh: 4%; aSyn rescue: 11%; HEK293 tox: 9%; PTHR1 ag: inactive; pAkt inh: inactive; Mm-Cpn inhibitor: 0%; Abeta yeast res: -14%; FUS yeast rescue: -3%; GLP1R inv ag: 1%

What do the screens show for `COc1ccc(CC(=O)Nc2ccc(OC)c(NC(=O)c3ccco3)c2)cc1`?
TDP-43 yeast inh: 26%; aSyn rescue: -2%; HEK293 tox: -27%; PTHR1 ag: inactive; pAkt inh: inactive; Mm-Cpn inhibitor: -3%; Abeta yeast res: 4%; FUS yeast rescue: 21%; GLP1R inv ag: 2%

How did CCCCOc1ccc(C(=O)NCC(=O)N(C)Cc2nc3ccccc3c(=O)[nH]2)cc1 do in these assays?
TDP-43 yeast inh: 0%; aSyn rescue: -3%[1.84 µM]; HEK293 tox: -14%; PTHR1 ag: -7%; pAkt inh: inactive; Mm-Cpn inhibitor: -2%; Abeta yeast res: 0%; FUS yeast rescue: 24%; GLP1R inv ag: inconclusive

What do the screens show for `O=C(O)C1CCN(C(=O)c2ccco2)CC1`?
TDP-43 yeast inh: -13%; aSyn rescue: 1%; HEK293 tox: 7%; PTHR1 ag: 23%; pAkt inh: inactive; Mm-Cpn inhibitor: -2%; Abeta yeast res: 7%; FUS yeast rescue: 9%; GLP1R inv ag: 11%

Results for Cc1ccc(OC(=O)c2cccc(S(=O)(=O)N3CCN(C)CC3)c2)c(Br)c1 ?
TDP-43 yeast inh: -1%; aSyn rescue: 8%; HEK293 tox: 2%; PTHR1 ag: 0%; pAkt inh: inactive; Mm-Cpn inhibitor: 1%; Abeta yeast res: 11%; FUS yeast rescue: 18%; GLP1R inv ag: inconclusive

What do the screens show for `O=C(/C=C/CCc1ccc2c(c1)OCO2)N1CCCCC1`?
TDP-43 yeast inh: inconclusive; aSyn rescue: 5%; HEK293 tox: -1%; PTHR1 ag: -12%; pAkt inh: inactive; Mm-Cpn inhibitor: 0%; Abeta yeast res: -4%; FUS yeast rescue: -6%; GLP1R inv ag: -13%

How did CCCCNC(=O)COC(=O)c1cc(C)oc1C do in these assays?
TDP-43 yeast inh: -7%[0.397 µM]; aSyn rescue: 0%; HEK293 tox: 8%; PTHR1 ag: -2%; pAkt inh: inactive; Mm-Cpn inhibitor: -3%; Abeta yeast res: 11%; FUS yeast rescue: -2%; GLP1R inv ag: -2%

How did CCc1nnc2c3ccccc3nc(Nc3ccc(F)cc3C)n12 do in these assays?
TDP-43 yeast inh: inconclusive; HEK293 tox: 4%; PTHR1 ag: -52%[inhibitor]; Abeta yeast res: -1%; FUS yeast rescue: 32%; GLP1R inv ag: 57%[activator]

What do the screens show for `CCn1c(SCC(=O)Nc2nc3ccc(OC)cc3s2)nnc1-c1ccoc1C`?
TDP-43 yeast inh: 9%; aSyn rescue: 8%; HEK293 tox: 8%; PTHR1 ag: -85%[inhibitor][57.5 µM]; pAkt inh: inactive; Mm-Cpn inhibitor: 1%; Abeta yeast res: 3%; FUS yeast rescue: 73%; GLP1R inv ag: -28%

Results for COc1c(F)c(F)c(C(=O)Nc2ccc(N3CCN(C(C)=O)CC3)c(Cl)c2)c(F)c1F ?
TDP-43 yeast inh: -20%; aSyn rescue: 6%; HEK293 tox: -10%; PTHR1 ag: -52%[inhibitor]; pAkt inh: inactive; Mm-Cpn inhibitor: 1%; Abeta yeast res: -5%; FUS yeast rescue: 15%; GLP1R inv ag: 0%

Results for CCOC(=O)c1cc(S(=O)(=O)N2CCN(c3ccccc3)CC2)[nH]n1 ?
TDP-43 yeast inh: 11%; HEK293 tox: 7%; PTHR1 ag: inactive; Abeta yeast res: -6%; FUS yeast rescue: 11%; GLP1R inv ag: 5%

Results for CCCC[C@@H]1CC2=C(C(=O)OC(C)(C)O2)[C@@H](c2ccc(Cl)cc2)O1 ?
TDP-43 yeast inh: 11%; aSyn rescue: -3%; HEK293 tox: 5%; PTHR1 ag: -34%[inhibitor]; pAkt inh: inactive; Abeta yeast res: -5%; FUS yeast rescue: -11%; GLP1R inv ag: -14%

What do the screens show for `CS(=O)(=O)N(CC(=O)NC1CCCC1)c1cccc(F)c1`?
TDP-43 yeast inh: -7%; aSyn rescue: -5%; HEK293 tox: -10%; PTHR1 ag: inactive; pAkt inh: inactive; Mm-Cpn inhibitor: 2%; Abeta yeast res: 5%; FUS yeast rescue: 2%; GLP1R inv ag: -9%

What do the screens show for `COc1ccccc1CNS(=O)(=O)c1ccc(N2CCCCS2(=O)=O)cc1`?
TDP-43 yeast inh: 15%[9.22 µM]; HEK293 tox: 1%; PTHR1 ag: -76%[inhibitor]; Abeta yeast res: -21%; FUS yeast rescue: -8%; GLP1R inv ag: -17%

Results for Cc1cccc(NC(=O)c2ccc(-n3cccn3)c([N+](=O)[O-])c2)c1 ?
TDP-43 yeast inh: -1%; aSyn rescue: -9%; HEK293 tox: 2%; PTHR1 ag: -14%[57.5 µM]; pAkt inh: -116%*; Mm-Cpn inhibitor: -14%; Abeta yeast res: -13%; FUS yeast rescue: 15%; GLP1R inv ag: -5%

Results for COc1cc2ncc(C(=O)c3ccc(C)cc3)c(N3CCCCC3)c2cc1OC ?
TDP-43 yeast inh: 23%; HEK293 tox: -15%; PTHR1 ag: -19%; Abeta yeast res: -12%; FUS yeast rescue: 33%; GLP1R inv ag: inconclusive

How did O=C1c2ccccc2-c2onc3c(N4CCN(C5CCCCC5)CC4)cc(NCCO)c1c23 do in these assays?
TDP-43 yeast inh: 16%; HEK293 tox: -16%; PTHR1 ag: -1%; Abeta yeast res: -18%; FUS yeast rescue: -7%; GLP1R inv ag: 6%

What do the screens show for `Cc1ccc(NC(=O)CN2CCOCC2)cc1`?
TDP-43 yeast inh: 9%; aSyn rescue: 2%; HEK293 tox: 37%[activator]; PTHR1 ag: inactive; pAkt inh: inactive; Mm-Cpn inhibitor: 0%; Abeta yeast res: -1%; FUS yeast rescue: -2%; GLP1R inv ag: 49%[activator]

What do the screens show for `C/C(Cc1ccccc1)=N\NC(=O)c1ccccn1`?
TDP-43 yeast inh: 17%; aSyn rescue: 0%; HEK293 tox: -9%; PTHR1 ag: inactive; pAkt inh: inactive; Mm-Cpn inhibitor: -2%; Abeta yeast res: inconclusive; FUS yeast rescue: 2%; GLP1R inv ag: 3%

What do the screens show for `O=C1Nc2cc(C(=O)NCCCN3CCCC3)ccc2S/C1=C/c1cccc(Cl)c1`?
TDP-43 yeast inh: -9%; aSyn rescue: -1%; HEK293 tox: -1%; PTHR1 ag: -40%[inhibitor]; pAkt inh: inactive; Abeta yeast res: -24%; FUS yeast rescue: 14%; GLP1R inv ag: inconclusive

What do the screens show for `Cc1ccc(S(=O)CCNC(=O)Cc2ccc(Cl)cc2)cc1` (stereo not given)?
TDP-43 yeast inh: -2%; aSyn rescue: 0%; HEK293 tox: -9%; PTHR1 ag: -4%; pAkt inh: inactive; Mm-Cpn inhibitor: 1%; Abeta yeast res: -9%; FUS yeast rescue: -14%; GLP1R inv ag: -14%

How did CCC(=O)NC(=S)Nc1ccc(NC(=O)c2cccnc2)cc1 do in these assays?
TDP-43 yeast inh: -19%; aSyn rescue: -2%; HEK293 tox: 5%; PTHR1 ag: inactive; pAkt inh: inactive; Mm-Cpn inhibitor: 0%; Abeta yeast res: -9%; FUS yeast rescue: 23%; GLP1R inv ag: -7%

How did COc1ccc(Cl)cc1C(=O)N1CCN(c2ccccn2)CC1 do in these assays?
TDP-43 yeast inh: -4%; aSyn rescue: -13%; HEK293 tox: -11%; PTHR1 ag: inactive; pAkt inh: inactive; Mm-Cpn inhibitor: 1%; Abeta yeast res: -7%; FUS yeast rescue: 10%; GLP1R inv ag: -10%

Results for COc1ccc(-c2noc(CSc3nnc(-c4ccncc4)n3-c3ccc(OC)cc3)n2)cc1 ?
TDP-43 yeast inh: 3%; HEK293 tox: 0%; PTHR1 ag: -24%; Abeta yeast res: -11%; FUS yeast rescue: 38%; GLP1R inv ag: -9%

What do the screens show for `CCOC(=O)C1C(=O)CC(C)(O)C(C(=O)OCC)C1c1ccc(C)s1` (stereo not given)?
TDP-43 yeast inh: 5%; aSyn rescue: 4%; HEK293 tox: -7%; PTHR1 ag: -3%[57.5 µM]; pAkt inh: inactive; Mm-Cpn inhibitor: 0%; Abeta yeast res: 21%; FUS yeast rescue: 2%; GLP1R inv ag: 5%

How did CCOc1ccc(NC(=O)C(C)NS(=O)(=O)c2ccc(NC(C)=O)cc2)cc1 (stereo not given) do in these assays?
TDP-43 yeast inh: -8%; aSyn rescue: -17%; HEK293 tox: 3%; PTHR1 ag: inactive; pAkt inh: inactive; Mm-Cpn inhibitor: 1%; Abeta yeast res: -21%; FUS yeast rescue: 7%; GLP1R inv ag: 2%

Results for C[C@H]1CN([C@@H](C)CO)S(=O)(=O)c2ccc(Br)cc2O[C@H]1CN(C)C(=O)C1CCC1 ?
TDP-43 yeast inh: 17%; aSyn rescue: -3%; HEK293 tox: 3%; PTHR1 ag: -4%; pAkt inh: inactive; Abeta yeast res: -4%; FUS yeast rescue: 7%; GLP1R inv ag: -16%

What do the screens show for `CCCc1nc(SCC(=O)N2CCc3ccccc3C2)c2ccccc2n1`?
TDP-43 yeast inh: 7%; aSyn rescue: -16%; HEK293 tox: -16%; PTHR1 ag: -12%[57.5 µM]; Mm-Cpn inhibitor: -8%; Abeta yeast res: -2%; FUS yeast rescue: 28%; GLP1R inv ag: inconclusive
